MrgX1 allo act: human MrgX1 positive allosteric modulation, primary screen; AID 588675; MrgX1-HEK293, Fluo-4 calcium flux, FDSS; hits give high values; 310,000 compounds, 0.63% hits; Q96LB2; B-score at 10 µM;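 active = plate-corrected calcium response at least 3 library SD above typical, normal starting fluorescence, not activating the receptor alone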;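 note: compound read alongside a low EC10 to EC30 dose of BAM8-22 agonist; peak minus trough fluorescence over baseline measured at the second addition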
ANO1 block: inhibitors of mouse TMEM16A calcium-activated chloride channel; Q8BHY3; 310,000 compounds, 1.2% hits; normalized B-score (activity score, 25-100; higher = stronger inhibition) at 10 µM; HEK293 TMEM16A/YFP iodide influx fluorescence, ionomycin;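 active = ratio plate-corrected score three or more library SD toward inhibition, starting fluorescence score within five deviations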;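 note: score derived from kinetic fluorescence span divided by baseline fluorescence per well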
MrgX1 agonist: activates human MrgX1 receptor signaling; Q96LB2; 310,000 compounds, 0.44% hits; AID 588627; MrgX1-HEK293 cells, Fluo-4 calcium fluorescence, agonist mode; hits give high values; B-score at 10 µM;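 active = calcium response B-score plate-corrected fluorescence ratio at least 3 library SD, with starting fluorescence B-score inside 5 SD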
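Test system: Stable human MrgX1 HEK293 cell line | Schedule: Overnight plating before 1 h dye loading | Read-out basis: Baseline-normalised fluorescence change ratio, B-scored | Detection: Kinetic calcium dye fluorescence, Fluo-4 NW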
HDAC3 inh: inhibitors of human histone deacetylase 3 | recombinant HDAC3, fluorogenic peptide/trypsin coupled, fluorescence | inhibition, % at 8.3 µM | 320,000 compounds, 0.15% hits | AID 2718; in the data active = inhibition above about 26%, passing the limit was not always enough; inconclusive = no clear call, values can overlap the other calls
RGS4 act: potentiators or activators of RGS4 | HEK293 M3R/inducible RGS4, carbachol calcium flux Fluo4; hits give low values | B-score at 10 µM | 310,000 compounds, 0.92% hits | AID 463111;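 active = B-score of the integrated calcium signal more than 4 SD below the library mean, with starting fluorescence not abnormally high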;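 note: negative B-score means reduced calcium response which marks RGS4 activation or potentiation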
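Material: M3R-expressing HEK293 line, RGS4 induced by doxycycline | Schedule: Overnight RGS4 induction, 30 min dye load 37 °C, 20 min compound RT | Measured by: Fluo4 fluorescence kinetic imaging of calcium | Read-out: Integrated calcium ratio converted to B score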
RGS4 block: human RGS4 inhibition; P49798; AID 463165; HEK293 M3R/RGS4 inducible, Fluo-4 calcium flux; hits give high values; triggered by carbachol at its EC20; 310,000 compounds, 0.45% hits; B-score at 10 µM;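 active = B-score, a plate-corrected calcium signal, over three deviations above library mean, with baseline fluorescence within five deviations of library mean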;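 note: RGS4 expression induced by doxycycline in cells with stable M3 receptor; B-score is computed from the integrated fluorescence ratio over baseline after carbachol; higher B-score means a larger calcium signal and so more RGS4 inhibition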
TRPC6 inhibitor: inhibitors of mouse TRPC6 channel | AID 2553 | 310,000 compounds, 1.1% hits | B-score at 10 µM | HEK293-TRPC6, membrane potential dye, ACh-evoked depolarization; hits give low values;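 active = B-score under library mean minus 3 SD, initial fluorescence not abnormally high, positive integrated signal ratio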;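 note: B-score derived from integrated fluorescence ratio over the kinetic read; more negative B-score means stronger inhibition of depolarization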
ANO1 activ: activates or potentiates the mouse TMEM16A chloride channel; AID 623877; 340,000 compounds, 0.3% hits; HEK293 TMEM16A/YFP-H148Q/I152L, iodide quench fluorescence; hits give low values; Q8BHY3; B-score at 10 µM;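 active = fluorescence-ratio B-score plate-corrected deviation score at least 3 library SD below zero, with starting fluorescence score within 5 deviations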;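 note: channel opened by trigger with iodide after compound preincubation; score built on the fluorescence ratio of max minus min over baseline; more negative score means more quench and so TMEM16A activation or potentiation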
SKKanGAS inh: inhibitors of SKKanGAS S. pyogenes growth in kanamycin (SK-promoter or general growth effect); BacTiter-Glo, 6 h; inhibition, % at 7.5 µM; 300,000 compounds, 1.3% hits;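 active = mean replicate score, as percent of positive control median, at least 50; inconclusive = mean below 50 but one replicate at or above 50; inactive = mean and every replicate below 50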;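 note: strain carries kanamycin resistance gene driven by streptokinase promoter and grows in 40 µg/ml kanamycin; loss of luminescence reflects streptokinase promoter inhibition or plain growth inhibition; 0% = median of DMSO wells and 100% = positive control at its reference dose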
MrgX1 antag: blocks BAM8-22 activation of human MrgX1 receptor | Q96LB2 | AID 588676 | MRGX1-HEK293 calcium flux, Fluo-4, BAM8-22 antagonism; hits give low values | 310,000 compounds, 1.3% hits | B-score at 10 µM;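 active = calcium-response B-score plate-corrected more than 3 library SD below zero, starting fluorescence within 5 deviations, no agonist response on first addition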;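 note: peak minus trough fluorescence over baseline after final BAM8-22 challenge near maximal dose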
TRPC6 activator: activates the mouse TRPC6 cation channel; Q61143; HEK293-TRPC6 membrane potential dye fluorescence; hits give high values; B-score at 10 µM; 310,000 compounds, 0.13% hits;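 active = B-score of the integrated fluorescence ratio above library mean plus 3 SD, and starting fluorescence ratio within library mean plus 5 SD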;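 note: higher score means more depolarization so channel activation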
Numbers without * were called inactive; i = inactive; u = inconclusive; x = no result given.

SMILES	MrgX1 allo act	ANO1 block	MrgX1 agonist	HDAC3 inh	RGS4 act	RGS4 block	TRPC6 inhibitor	ANO1 activ	SKKanGAS inh	MrgX1 antag	TRPC6 activator
CCc1ccc(CN(C)CC(=O)Nc2ccccc2[N+](=O)[O-])cc1	i	i	i	-0.1	i	i	i	i	0.5	i	i
CCOc1ccccc1CN1CCN(S(=O)(=O)CC)CC1	i	i	i	-1.7	i	i	i	i	0.9	i	i
Cc1[nH]n(-c2ccccc2)c(=O)c1C(=O)c1ccc([N+](=O)[O-])cc1	i	i	i	2.5	i	i	i	i	-5.1	i	i
CC1CCCCN1S(=O)(=O)c1ccc(S(=O)(=O)N2CCCC2)cc1 (stereo unspecified)	i	i	i	-5.3	i	i	i	i	4.3	i	i
CC1CN(C(=O)/C(=C/c2ccco2)NC(=O)c2ccccc2)CC(C)O1 (stereo unspecified)	i	i	i	-1.4	i	i	i	i	-1.7	i	i
COc1ccccc1OCCn1c(=O)oc2ccc(C)cc21	i	i	i	-0.9	i	i	i	i	-6.1	i	i
CCn1nc(C)c(CNC(=O)CCc2nnc(-c3ccc(C(C)=O)s3)o2)c1C	i	i	i	-3.1	i	i	i	i	-2.3	i	i
O=c1c2ccccc2oc2ccc(-c3ccc4[nH]ccc4c3)cc12	i	i	i	-6.9	i	i	i	i	17.6	i	i
CC1Cc2ccccc2N1S(=O)(=O)c1cccc(C(=O)OCC(=O)NCc2ccco2)c1 (stereo unspecified)	i	i	i	10.3	i	i	i	i	8.2	i	i
CC(C)CCN1CCN(Cc2ccc(Sc3nncn3C)o2)CC1CCO (stereo unspecified)	i	i	i	2.6	i	i	i	i	-13.3	i	i
CC(C)C1Oc2cc3oc(=O)ccc3cc2C1=O (stereo unspecified)	i	i	i	-5.0	i	i	i	i	10.9	i	i
C=CCN1C(=O)C(O)(CC(=O)c2ccc(OC)cc2OC)c2cc(Br)ccc21 (stereo unspecified)	i	i	i	-1.7	i	i	i	i	2.7	i	i
CCOc1ccc(Nc2cc(=O)n(C)c(=O)n2C)cc1	i	i	i	2.3	i	i	i	i	-3.4	i	i
CC1CN(Cc2ccccc2)c2nc3c(c(=O)[nH]c(=O)n3C)n2C1 (stereo unspecified)	i	i	i	-3.5	i	i	i	i	1.4	i	i
CC(=O)N1c2ccc(S(=O)(=O)NCCC(=O)NCc3ccc(N(C)C)cc3)cc2CC1C (stereo unspecified)	i	i	i	-1.4	i	i	i	i	3.5	i	i
O=C(CCC(=O)OCCCC(F)(F)C(F)(F)F)Nc1ccc(Cl)cc1Cl	i	i	i	1.6	i	i	i	i	-4.2	i	i
O=C(Nc1ccc(Br)cc1)C1CC(O)CN1C(=O)OCc1ccccc1 (stereo unspecified)	i	i	i	5.3	i	i	i	i	-6.5	i	i
Cc1cccc(C(=O)N2CCCCCC2)c1[N+](=O)[O-]	i	i	i	u	i	i	i	i	0.6	i	i
COCC(=O)N(c1ccccc1)C(C)C(=O)OC (stereo unspecified)	i	i	i	0.3	i	i	i	i	2.9	i	i
Cc1cc(=O)n(CCc2ccccc2)c(O)c1C#N	i	i	i	3.6	i	i	i	i	15.8	i	i
O=C(Nc1ccc2c(c1)OCO2)C1CCCN1C(=O)Nc1ccccc1 (stereo unspecified)	i	i	i	9.6	i	i	i	i	3.6	i	i
O=C(O)Cc1cc(I)c(Oc2ccc(O)c(I)c2)c(I)c1	i	100*	i	-2.1	i	i	i	x	26.3	i	i
CCSc1ccccc1-c1nc(-c2ccncc2)no1	i	i	i	1.4	i	i	i	i	-1.3	i	i
CCCC(=O)C1C(=O)CC(C)(C)C(c2cc(C)no2)C1=O (stereo unspecified)	i	i	i	5.9	i	i	i	i	0.5	i	i
COCCOC(=O)C1=C(C)NC(=O)NC1c1ccc(OC(=O)c2ccco2)c(OC)c1 (stereo unspecified)	i	i	i	u	i	i	i	i	1.0	i	i
CS(=O)(=O)N(CC(=O)Nc1ccc(F)cc1F)C1CCCCC1	i	i	i	2.5	i	i	i	i	-2.0	i	i
CC1CCN(S(=O)(=O)c2ccc3[nH]c(=O)cc(C(=O)O)c3c2)CC1	i	i	i	-6.1	i	i	i	i	-13.5	i	i
COC(=O)CC1=C(C(=O)OC)C(c2cccs2)C(C#N)=C(N)O1 (stereo unspecified)	i	i	i	6.3	i	i	i	i	0.7	i	i
Cc1ccc(S(=O)(=O)CCC(=O)OC(C)C(=O)c2c(C)[nH]c3ccccc23)cc1 (stereo unspecified)	i	i	i	-1.6	i	i	i	i	-1.0	i	i
COc1ccccc1NC(=O)C(C)Nc1ccc(C)c(Cl)c1 (stereo unspecified)	6.87*	i	i	-1.0	i	i	i	i	x	i	i
CC(=O)Nc1cnn(Cc2ccc(Br)cc2)c1	i	i	i	4.4	i	i	i	i	-1.6	i	i
Cc1ccc2nc(SCC(=O)N3c4ccccc4CC3C)c(C)cc2c1 (stereo unspecified)	i	i	i	-6.8	i	i	i	i	15.7	i	i
Cc1c(Cl)c([N+](=O)[O-])nn1CC(=O)NC(C)C1CC2CCC1C2 (stereo unspecified)	i	i	i	5.3	i	i	i	i	4.2	i	i
COc1ccc(Cl)cc1S(=O)(=O)N1CCN(C)CC1	i	i	i	-2.2	i	i	i	i	-2.4	i	i
COCCNC(=O)C(c1ccc(C)cc1)N(Cc1ccco1)C(=O)CCC(=O)Nc1ccccn1 (stereo unspecified)	i	i	i	-4.3	i	i	i	i	-0.5	i	i
COc1ccc(CNC(=O)[C@H](Cc2c[nH]c3ccccc23)NC(C)=O)cc1OC	i	i	i	-3.9	i	i	i	i	-16.2	i	i
Cc1cc(C)cc(NC(=O)C(=O)NCC2CCCN2S(=O)(=O)c2cccs2)c1 (stereo unspecified)	i	i	i	-5.9	i	i	i	i	-10.2	i	i
Cc1ccc(N(CC(=O)Nc2cc(Cl)ccc2Oc2ccccc2)S(C)(=O)=O)c(C)c1	i	i	i	17.1	i	i	i	i	12.7	i	i
CSc1nnc(C)c(=O)n1COC(=O)COc1ccc(Cl)cc1	i	i	i	2.7	i	i	i	i	4.3	i	i
C=CCn1c(SCC(=O)NC(N)=O)nnc1-c1cc2c(s1)CCC(CC)C2 (stereo unspecified)	i	i	i	4.4	i	i	i	i	1.8	i	i
O=C(c1cc(COc2ccc(F)cc2Cl)on1)N1CCN(C2CCCC2)CC1	i	i	i	2.3	i	i	i	i	2.0	i	i
C=CCn1c(=O)c2ccc(C(=O)NCc3ccccc3)cc2n(Cc2ccc(C)cc2)c1=O	i	i	i	14.3	i	i	i	i	0.4	i	i
Brc1cccc(-c2nnc(SCc3ccon3)n2-c2ccccc2)c1	i	i	i	-8.1	i	i	i	i	-6.4	i	i
Cc1cc(C(C)(C)C)oc1C(=O)N(CC(=O)NC1CCCC1)c1ccc(F)cc1	i	i	i	4.7	i	i	i	i	-6.7	i	i
CN(C)CCNC(C(=O)Nc1cccc(C(F)(F)F)c1)c1ccccc1 (stereo unspecified)	i	i	i	-5.9	-7.11*	i	i	i	-5.5	i	i
Cc1ccsc1C(=O)OCc1nc2ccccc2c(=O)[nH]1	i	i	i	-11.7	i	i	i	i	x	i	i
O=C(CCCCCNC(=O)c1ccccc1)N/N=C/c1ccccc1O	i	i	i	-2.6	i	i	i	i	-9.3	i	i
CC(C)(O)C#Cc1ccc(C(=O)N2CCC(CCC(=O)NC3CC3)CC2)cc1	i	i	i	2.0	i	i	i	i	5.8	i	i
CC(=O)N1c2ccc(S(=O)(=O)N3CCCC(C(=O)N4CCCC(C)C4)C3)cc2CC1C (stereo unspecified)	i	i	i	-3.8	i	i	i	i	-3.8	i	i
O=C(c1ccco1)N1CCN(Cc2ccc(F)cc2)CC1	i	i	i	7.5	i	i	i	i	3.9	i	i

The list continues.
SMILES	MrgX1 allo act	ANO1 block	MrgX1 agonist	HDAC3 inh	RGS4 act	RGS4 block	TRPC6 inhibitor	ANO1 activ	SKKanGAS inh	MrgX1 antag	TRPC6 activator
C#CCOCCOCCOCCNc1nc(N2CCN(C(=O)Cn3cc(CCCN=C(N)N)nn3)CC2)nc(N2CCN(C(=O)[C@H](C(C)C)n3cc(CCO)nn3)CC2)n1	i	i	i	-6.0	i	i	i	i	2.4	i	i
COC(=O)c1ccccc1NC(=S)NC(NC(=O)c1ccccc1[N+](=O)[O-])C(Cl)(Cl)Cl (stereo unspecified)	i	i	i	4.2	i	i	i	i	7.7	i	i
O=C(Nc1nccs1)c1ccc2nccnc2c1	i	i	i	4.8	i	i	i	i	-5.3	i	i
Cc1cccc(N2CC(C(=O)Nc3ccc(S(=O)(=O)N4CCCCC4)cc3)CC2=O)c1C (stereo unspecified)	i	i	i	4.4	i	i	i	i	1.7	i	i
O=c1cc(-c2ccccc2)c2c([nH]1)CCCC2	x	x	x	x	i	i	i	i	-1.8	x	i
CC(=O)OC1=C(C#N)Cn2ccc3cccc1c32	i	i	i	-2.5	i	i	i	x	-0.1	i	i
O=C(Nc1nnc(Cc2ccc(Cl)cc2)s1)c1cccnc1	i	i	i	-1.6	i	i	i	i	3.9	i	i
CCC1=Nc2cc(C(=O)O)ccc2Sc2ccccc21	i	i	i	-1.1	i	i	i	i	3.9	i	i
O=c1oc2ccccc2c2c1SC(C(F)(F)F)C2 (stereo unspecified)	i	i	i	-46.5	i	i	i	i	0.9	-5.14*	i
O=C(Nc1ccc2nc3n(c(=O)c2c1)CCCC3)c1ccccc1[N+](=O)[O-]	i	i	i	-1.3	i	i	i	i	-13.6	i	i
CCOC(=O)c1c(NC(=O)c2ccc(S(=O)(=O)N(C)CC3CCCO3)cc2)sc2c1CCN(C)C2 (stereo unspecified)	i	i	i	x	i	i	-5.24*	i	-0.1	i	i
C/C(CC(=O)Nc1ccc2c(c1)OCO2)=N\NC(=O)OC(C)(C)C	i	i	i	-0.6	i	i	i	i	3.4	i	i
COC(=O)c1c(C(=O)OC)n(CCCN)c2ccc(C)cc12	i	i	i	-45.4	i	i	i	i	-2.9	i	i
CC(=O)c1ccc2c3c(cccc13)C(=O)N(CCc1ccccc1)C2=O	i	i	i	-1.5	i	i	i	i	10.3	i	i
C=CCSc1nc2sc3c(c2c(=O)n1-c1ccc(C)cc1)CCN(C)C3	i	i	i	4.6	i	i	i	i	10.3	i	i
Cc1ccc(S(=O)(=O)CCC(=O)Nc2ccc(F)cc2)cc1	i	i	i	u	i	i	i	i	-1.7	i	i
